# RECQ1 helicase = RECQ1 (human) helicase inhibition; P46063; RECQ1 DNA unwinding, red fluorescence kinetic read; Potency, µM (doses to about 57.3 µM), without a hit: at the top dose activity, negative = inhibition, actives largely listed as inhibitors; 0.54% of 240,000 active;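 further: plate controls were vehicle for no effect and no enzyme for full effect; nearly all actives have a fitted effect of over 30% in size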
#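 RECQ1T1 50 nM; forked duplex (20 bp + 30-nt ss tails) 200 nM, ATP 2 mM final; pH 8.0, 2 mM MgCl2, 2.5 ug/ml poly(dI-dC); 15 min compound preincubation; discontinuous kinetic read over 2 h at RT.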
# Tau FP inhib = blocks human tau fibril formation measured by polarization; P10636; K18 P301L tau heparin fibrillization, Alexa594 FP, 6 h; Potency, µM (series often up to 57.7 µM), inactives show at the highest dose activity, negative = inhibition, actives largely listed as inhibitors; 0.39% of 280,000 active; further: nearly all actives have a fitted effect of over 55% in size
# Target sequence (P10636 561-689 P618L limits assumed): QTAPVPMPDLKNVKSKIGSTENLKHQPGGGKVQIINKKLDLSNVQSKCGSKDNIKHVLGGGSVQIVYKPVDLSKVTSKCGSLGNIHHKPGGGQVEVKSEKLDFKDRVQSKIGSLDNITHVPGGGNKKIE
#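 Compound effects on tau fibrillization are measured by Alexa 594 fluorescence polarization (ex 555, em 632 nm). K18 P301L tau is used at 15 uM with 0.24 uM labeled tracer, and 20 uM heparin induces aggregation over 6 hr at 37 C.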
# L3MBTL1 inh = blocks human L3MBTL1; AlphaScreen L3MBTL1–H3K9me1 peptide binding; Potency, µM (titrated, usually from 57.1 µM), inactives show at the highest dose activity, negative = inhibition, hits mostly inhibitors; 0.66% of 230,000 active; AID 485360; further: nearly all actives have a fitted effect of over 60% in size
#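 First, the protein-peptide complex forms for 30 min at room temperature (L3MBTL1 50 nM, biotinylated H3K9me1 peptide 75 nM). Next, compounds are pin-transferred and incubated 30 min. Finally, AlphaScreen beads are added and read after 30 min.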
# TRb-SRC2 inh = inhibitors of human thyroid hormone receptor beta-SRC2 interaction; 0.065% of 280,000 active; Potency, µM (highest dose often 106 µM), inactives show top-dose activity change, negative = inhibition, hits mostly inhibitors; P10828; TRbeta-SRC2 peptide binding, fluorescence polarization; receptor liganded with 1 µM T3;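 further: plate controls were bound peptide for no effect and peptide without receptor for full effect; nearly all actives have a fitted effect of over 50% in size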
# Target sequence (P10828 whole entry, looked up): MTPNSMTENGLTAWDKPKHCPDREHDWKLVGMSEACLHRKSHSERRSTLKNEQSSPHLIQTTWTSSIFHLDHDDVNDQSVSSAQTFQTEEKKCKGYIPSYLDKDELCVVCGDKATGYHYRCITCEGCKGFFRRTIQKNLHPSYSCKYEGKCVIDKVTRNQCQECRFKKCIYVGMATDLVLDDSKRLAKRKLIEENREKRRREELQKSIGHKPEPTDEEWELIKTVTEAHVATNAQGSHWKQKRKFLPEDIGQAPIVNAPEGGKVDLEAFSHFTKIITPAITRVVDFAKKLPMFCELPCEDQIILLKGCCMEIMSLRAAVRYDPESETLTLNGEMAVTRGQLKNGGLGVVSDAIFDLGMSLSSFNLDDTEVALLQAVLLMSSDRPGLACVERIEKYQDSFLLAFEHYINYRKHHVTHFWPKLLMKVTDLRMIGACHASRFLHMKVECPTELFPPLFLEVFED
#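 Human TRb ligand-binding domain (0.6 uM) is mixed with 20 nM Texas Red SRC2 peptide and 1 uM T3; after compound addition and 5 hr at ambient temperature, polarization is measured and normalized to unbound and bound controls.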
# Tau ThT inhib = inhibitors of human tau fibril formation, thioflavin T binding. P10636. recombinant tau K18 P301L (four-repeat tau fragment), heparin-induced fibrillization, ThT fluorescence. Potency, µM (top dose mostly 57.4 µM), for the others: at the highest dose activity, negative = inhibition, hits mostly inhibitors. 2.1% of 270,000 active. AID 1460; further: nearly all actives have a fitted effect of over 55% in size
#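 Aggregation was driven by heparin (20 uM final) acting on recombinant tau […] bearing P301L in 100 mM sodium acetate pH 7; fibrils were detected with Thioflavin T.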
# TexasRed fluor = Texas Red fluorescence interference in TRb-SRC2 counter-screen; TRb/SRC2 Texas Red total fluorescence interference; Potency, µM (series often up to 106 µM), for inactives: at the top dose fluorescence change, negative = quenching; 0.29% of 280,000 active; active means well fitted curve in either direction with a large enough effect; inconclusive means small, poorly fitted or top-dose-only effect
#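 Human TRb ligand-binding domain at 0.6 uM with 20 nM Texas Red SRC2 peptide in Tris buffer containing 1 uM T3 and 5% DMSO, incubated with compound 5 h at ambient temperature. Total fluorescence (555/632 nm) calculated as parallel + 2 × perpendicular.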
# RGS12 GoLoco inh = blocks human Gai1 binding to RGS12 GoLoco peptide, red readout. Gai1:RGS12 GoLoco peptide FP, rhodamine, 10 min. Potency, µM (doses to about 61.6 µM), without a hit: at the highest dose activity, negative = inhibition, most hits filed as inhibitors. 0.44% of 230,000 active; active means well fitted inhibition curve with a large enough effect, not every such curve was filed as active; inactive means no such curve, though single readings can be large or run the other way; further: nearly all actives have a fitted effect of over 30% in size; many of its hits are not listed in these tables
# KDM4E inh = blocks human JMJD2E demethylase activity. B2RXH2. JMJD2E catalytic domain, FDH-coupled NADH fluorescence (FDH is formaldehyde dehydrogenase). Potency, µM (titrated, usually from 57.1 µM), inactives show at the top dose activity change, negative = inhibition, hits mostly inhibitors. 1.6% of 230,000 active. AID 2147; active means well fitted inhibition curve with a large enough effect, not every such curve was filed as active; inconclusive means small, poorly fitted or top-dose-only effect, or another doubt; inactive means no such curve, though single readings can be large or run the other way;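 further: 0% = wells with enzyme and -100% = buffer wells without enzyme; nearly all actives have a fitted effect of over 50% in size; many of its hits are not listed in these tables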
# Target sequence (B2RXH2 1-337 limits assumed): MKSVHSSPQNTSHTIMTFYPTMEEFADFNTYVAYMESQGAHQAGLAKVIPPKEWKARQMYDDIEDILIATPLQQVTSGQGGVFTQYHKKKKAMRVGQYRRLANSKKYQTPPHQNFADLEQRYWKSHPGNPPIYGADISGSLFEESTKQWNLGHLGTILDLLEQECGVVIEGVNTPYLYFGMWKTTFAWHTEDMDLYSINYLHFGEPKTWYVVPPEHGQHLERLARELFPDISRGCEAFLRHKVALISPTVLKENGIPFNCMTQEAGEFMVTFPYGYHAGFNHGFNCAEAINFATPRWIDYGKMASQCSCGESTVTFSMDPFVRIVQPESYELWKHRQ
# * = called active by the depositor; i = inactive; ? = inconclusive; . = not tested or not shown; [ ] = dose if it differs, or a comment. Unless noted, the call rests on the fitted dose curve; in most records, active means well fitted curve in the direction sought with a large enough effect; inconclusive means small, poorly fitted or top-dose-only effect, or another doubt; inactive means no such curve, though single readings can be large; an effect the other way counts as inactive or inconclusive. Unless noted, on the % scale 0 is the no-effect control and ±100 the full control effect; potency means the concentration at half of the fitted maximal effect. This is a subset, so the mix of outcomes need not match the whole.
SMILES,RECQ1 helicase,Tau FP inhib,L3MBTL1 inh,TRb-SRC2 inh,Tau ThT inhib,TexasRed fluor,RGS12 GoLoco inh,KDM4E inh
CCCSc1ncnc2sc(C)c(C)c12,-3%,-6%,4%,6%,7%,16%,7%,-12%
CCOc1ccc(-c2noc(CCC(N)=O)n2)cc1OCC,i,-2%,12%,2%,1%,-7%,8%,2%
Cc1ccc(S(=O)(=O)NCC(=O)NC2CCCC2)cc1,-3%,-3%,1%,-3%,-8%,-2%,13%,6%
CCN(CC)S(=O)(=O)c1cccc(C(=O)OCC(=O)Nc2ccc3c(c2)c2ccccc2n3CC)c1,-3%,?,-13%,-4%,-16%,-3%,-5%,?
CCCOc1nc2c(c(=O)n(C)c(=O)n2C)n1Cc1cccc2ccccc12,i,7%,0%,5%,?,-2%,2%,0%
CCOc1ccccc1N(C)C(=O)Cn1nc(Cc2ccncc2)c2ccccc2c1=O,.,-12%,.,4%,-7%,-1%,.,.
CCCc1cc(=O)[nH]c(SCCCCN2C(=O)c3ccccc3C2=O)n1,-2%,14%,-6%,-9%,-6%,-6%,8%,-1%
C=CCN(c1ccccc1)S(=O)(=O)c1cccc(C(=O)OCC(=O)NC2CC2)c1,-3%,0%,29%,-1%,3%,2%,-1%,2%
Cc1ccc(NS(=O)(=O)c2ccc(-n3cccn3)cc2)c(Br)c1,.,-7%,.,-1%,7%,-1%,.,.
COc1cc(NC(=O)c2cc3c(=O)n(Cc4cccs4)ccc3nc2C)cc(OC)c1OC,.,0%,.,6%,-6%,-1%,.,.
COc1cc(OC)c(C2CC(=O)N3CN(C)CSC3=C2C#N)cc1OC (stereo unspecified),-9%,?,4%,0%,?,4%,-34%,-9%
O=C(Nc1ccc(S(=O)(=O)N2CCCCCC2)cc1)c1ccco1,-34%,1%,-7%,1%,2%,-2%,8%,-1%
O=C(NC1CCCc2ccccc21)C1CCN(c2c3c(nc4ncnn24)CCC3)CC1 (stereo unspecified),-14%,-2%,-2%[11.4 µM],-8%,7%,-1%,7%,-10%
O=C(CSc1nnc(-c2ccc(Cl)cc2)o1)N1CCN(c2ccccc2)CC1,-7%,-4%,.,-13%,-11%,-5%,18%,0%
Cc1ccc(N2C(=O)C(NC(=O)c3c(F)cccc3F)(C(F)(F)F)C3=C2CC(C)(C)CC3=O)cc1 (stereo unspecified),-15%,0%,5%,3%,-4%,-1%,1%,-1%

# Only Tau FP inhib and KDM4E inh (three entries from above):
smiles	Tau FP inhib	KDM4E inh
CCCOc1nc2c(c(=O)n(C)c(=O)n2C)n1Cc1cccc2ccccc12	7%	0%
CCOc1ccccc1N(C)C(=O)Cn1nc(Cc2ccncc2)c2ccccc2c1=O	-12%	.
CCCc1cc(=O)[nH]c(SCCCCN2C(=O)c3ccccc3C2=O)n1	14%	-1%

# Going on with the list.
SMILES,RECQ1 helicase,Tau FP inhib,L3MBTL1 inh,TRb-SRC2 inh,Tau ThT inhib,TexasRed fluor,RGS12 GoLoco inh,KDM4E inh
O=C1NC(c2ccccc2)C(C(=O)c2cccs2)C(O)(C(F)(F)F)N1 (stereo unspecified),-4%,-6%,-3%,1%,-8%,-6%,-11%,-5%
O=C(COC(=O)CCOc1ccccc1)Nc1ncc(Cl)cc1Cl,2%,12%,0%,-6%,-14%,1%,13%,?
CCCCOc1ccc(CCC(=O)N/N=C/c2ccco2)cc1,-17%,-4%,-7%,-2%,?,0%,14%,-3%
COc1ccc(CNC(=O)C2CCCN(c3nc4ccccc4o3)C2)c(OC)c1 (stereo unspecified),-4%,1%,5%,3%,-7%,0%,-5%,-5%
COc1cccc(NC(=O)CSC2=Nc3ccccc3C3=NC(CC(=O)NC4CCCCC4)C(=O)N23)c1 (stereo unspecified),.,-4%,.,1%,-7%,-2%,.,.
Nc1nnn(CC(=O)N/N=C/c2ccc(Cl)cc2Cl)n1,i,-7%,8%,-1%,-16%,1%,6%,-6%
Cc1cc(C)cc(OCC(=O)OCC(=O)Nc2c(C)n(C)n(-c3ccccc3)c2=O)c1,-7%,-12%,18%,-2%,5%,0%,-2%,4%
N#C/C(=C\c1ccc(OCC(N)=O)cc1)c1ccccc1,-5%,1%,3%,2%,-15%,0%,0%,?
COc1cccc(C(=O)N2CCN(Cc3cccc(F)c3)CC2)c1,4%,3%,-3%[11.4 µM],-14%,-10%,-1%,-14%,?
Cn1ccc2cc(S(=O)(=O)N3CCC(C(=O)NCCc4ccccc4)CC3)ccc21,.,-3%,.,-2%,5%,-2%,.,.
S=c1[nH]nc(-c2ccccn2)n1/N=C/c1c(Cl)cccc1Cl,1%,-10%,20µM*,-3%,?,-1%,0%,-7%
O=C(N/N=C/c1ccc(-c2ccc([N+](=O)[O-])cc2)o1)C(O)c1ccccc1 (stereo unspecified),-3%,6%,-3%,-13%,16µM*,-7%,11%,-2%
O=C(COC(=O)c1ccc(Br)cc1)NCCc1ccccc1,-4%,3%,3%,-3%[53 µM],1%,-2%[53 µM],9%,9%
Cc1ccc(-c2nnc(SCC(=O)NC3CCCC3)nc2-c2ccc(C)cc2)cc1,.,1%,.,5%,?,-2%,.,.
O=C(Nc1ccc(N2CCOCC2)cc1)c1ccc(Cl)nc1,i,-1%,.,-6%,?,-5%,4%,2%
CCCCCC(=O)NC(=S)Nc1ccc(Cl)cn1,-6%,-4%,14%,-5%,0%,2%,12%,3%
Cn1nc(-c2ccccc2)c(C(=O)NCC(=O)O)c1Cl,-17%,-1%,-3%,2%,-7%,0%,5%,2%
CCN(CC)CCn1c(SCC(=O)Nc2ccc(F)cc2)nc2c(sc3ccccc32)c1=O,i,?,-6%,-8%,-15%,-2%,6%,?
CCOC(=O)CC(=O)Nc1nnc(CC(C)C)s1,6%,10%,.,1%,-4%,1%,6%,4%
Cc1ccc(CN2CCCn3nc(C(=O)NCCc4ccccc4Cl)cc3C2=O)cc1,.,-4%,.,0%,-4%,-1%,.,.
COC(=O)CS(=O)(=O)c1ccsc1C(=O)Nc1ccc(F)cc1,i,?,.,-2%,8%,-6%,7%,2%
CCC1CCCCN1S(=O)(=O)c1ccc(NC(=O)c2cc(=O)c3c(C)cc(C)cc3o2)cc1 (stereo unspecified),.,-14%,.,10%,0%,-25%,.,.
CCN1CCN(Cc2ccc(NC(=O)Nc3ccccc3OC)cc2)CC1,-16%,2%,-9%,-14%,14%,1%,19%,-2%
O=C(CNc1ccc2ccccc2c1)N/N=C/c1cc2ccccc2nc1Cl,-7%,-1%,-14%,-5%,?,-2%,4%,?
C/C(CC(=O)Nc1ccc(Cl)c(C(F)(F)F)c1)=N\NC(=O)c1cc2ccccc2cc1O,-8%,-5%,-9%,-4%,13µM*,-7%,5%,?
COc1ccc(/C(C)=N/N=C2/NC(=O)CC(C(=O)O)S2)cc1F (stereo unspecified),3%,4%,.,1%,-6%,-1%,4%,-6%
O=C(CN(C1CCCCC1)S(=O)(=O)c1ccccc1)NCc1ccco1,1%,9%,-6%[11.4 µM],10%,5%,0%,6%,5%
COc1ccccc1OCCC(=O)OCC(=O)Nc1cc(S(=O)(=O)N(C)C)ccc1Cl,i,4%,-2%,-13%,-16%,-1%,9%,-16%
O=C(COC(=O)c1ccc2ccccc2n1)Nc1cccc(S(=O)(=O)NC2=NCCCCC2)c1,i,3%,1%,-12%,3%,-1%,4%,-13%
O=C(NC1CCCCC1)c1ccc(COCC(F)(F)F)o1,-10%,6%,9%,2%,2%,-1%,4%,2%
Cc1cc(-c2n[nH]c(=S)n2/N=C/C(Br)=C/c2ccccc2)n[nH]1,-11%,?,-10%,1%[53 µM],13µM*,-3%[53 µM],-12%,3%
COc1cccc(N2CCN(S(=O)(=O)c3cn(C)c(C)n3)CC2)c1,.,-10%,.,-9%,11%,1%,.,.
CCN(CC)C(=O)Cn1c(=O)n(-c2ccccc2)c(=O)n1CC(=O)N(CC)CC,-5%,2%,-2%,-4%,-4%,2%,-5%,0%
O=C(NC1=NCCS1)c1nc(-c2ccccc2)n(-c2ccccc2)n1,-13%,-1%,-5%,-12%,-2%,0%,-3%,13%
O=S(=O)(c1cccc(-c2cn3cc(Cl)ccc3n2)c1)N1CCOCC1,-2%,-1%,.,-5%,-18%,-3%,5%,?
Cc1ccc(NC(=O)Cn2cnc3ccccc32)cc1C,0%,-5%,.,-1%,-7%,-4%,-2%,3%
CCOc1cc(C(C#N)N2CCOCC2)ccc1OC (stereo unspecified),-1%,1%,33%[activator][11.4 µM],-10%,-9%,-1%,10%,-5%
O=C(CSc1nnc(-c2ccco2)n1CC1CCCO1)NC1CCCC1 (stereo unspecified),i,-4%,0%,-1%,-4%,5%,-1%,8%
CSc1ccc(-c2nc3cccc(C)n3c2Nc2ccc3c(c2)OCO3)cc1,.,11%,.,-5%,?,-1%,.,.
C=C(C)CSc1ncc(-c2cccc(C(F)(F)F)c2)cn1,i,-2%,42%[activator],5%,-14%,4%,1%,10%
Cc1noc(C)c1-c1nc(CS(=O)(=O)c2ccccc2)no1,-9%,3%,2%,0%,2%,0%,-15%,10%
O/N=C/CCn1c(=S)sc2ccccc21,-1%,-11%,-3%,2%,1%,0%,4%,1%
Cc1cccc(OCCn2c(-c3ccco3)nc3ccccc32)c1,-2%,12%,-4%,4%,?,-11%,94%[activator],?
Cc1ccc(C)c(NC(=S)N/N=C2\CCc3ccccc32)c1,-5%,16%,.,-1%,.,-1%,8%,2%
CC(=O)N1CCc2cc(S(=O)(=O)NC(CC(C)C)C(=O)Nc3ccc(C(C)C)cc3)ccc21 (stereo unspecified),.,-2%,.,-3%,-3%,-2%,.,.
CC(=O)Nc1ccccc1-c1nc2ccccc2n(CC(=O)Nc2cccc(C)c2C)c1=O,.,1%,.,-2%,9%,-2%,.,.
